# Compound activity from PubChem BioAssay.
# CHRM5 agonist: human M5 muscarinic receptor agonists, primary screen, CHO-K1 cells, Fluo-8 calcium fluorescence; CHO-K1 hM5 cells; 0% DMSO wells, 100% maximal acetylcholine response; AID 624037, 2012; activation, % at 3 µM; 360,000 tested, 0.19% active; Muscarinic acetylcholine receptor M5 (Homo sapiens), P08912;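 active means activation above the run's mean over test compounds plus 3 SD, cut at about 23% in these data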;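 further: signal is peak over basal fluorescence ratio across the kinetic read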
# M4 ag: human M4 muscarinic receptor agonists, primary screen, CHO-K1 cells, Fluo-8 calcium fluorescence | activation, % at 3 µM | 360,000 tested, 0.14% active | CHO-K1 hM4/Gqi5; vehicle 0%, full acetylcholine response 100%;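 active means activation above the run mean over all test wells plus 3 SD, cut at about 32% in these data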;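 further: peak over basal fluorescence ratio per well then scaled between controls; 0% = DMSO wells and 100% = acetylcholine at EC100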
# Target sequence (P08173 whole entry, looked up): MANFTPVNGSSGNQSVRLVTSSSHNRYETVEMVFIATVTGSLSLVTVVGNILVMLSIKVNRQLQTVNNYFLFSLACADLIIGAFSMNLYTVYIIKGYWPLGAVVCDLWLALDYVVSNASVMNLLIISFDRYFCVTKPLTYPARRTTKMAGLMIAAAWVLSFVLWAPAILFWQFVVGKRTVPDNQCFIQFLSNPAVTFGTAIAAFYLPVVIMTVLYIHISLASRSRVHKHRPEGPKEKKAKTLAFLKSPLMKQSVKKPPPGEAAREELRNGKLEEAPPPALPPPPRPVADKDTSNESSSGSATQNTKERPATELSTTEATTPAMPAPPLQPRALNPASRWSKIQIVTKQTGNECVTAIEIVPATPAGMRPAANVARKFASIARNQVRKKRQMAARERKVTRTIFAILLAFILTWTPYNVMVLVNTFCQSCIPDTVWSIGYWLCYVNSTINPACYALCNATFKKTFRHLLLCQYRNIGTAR
# TAAR1 agonist: human TAAR1 agonists, primary screen, Fluo-8 calcium fluorescence, CHO RD-HGA16 cells. activation, % at 3 µM. 360,000 tested, 0.99% active. vehicle wells 0%, saturating PEA agonist 100%. Trace amine-associated receptor 1 (Homo sapiens), Q96RJ0;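 active means activation above the mean activation of all test compounds in the run plus 3 SD, cut at about 38% in these data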
# Target sequence (Q96RJ0 whole entry, looked up): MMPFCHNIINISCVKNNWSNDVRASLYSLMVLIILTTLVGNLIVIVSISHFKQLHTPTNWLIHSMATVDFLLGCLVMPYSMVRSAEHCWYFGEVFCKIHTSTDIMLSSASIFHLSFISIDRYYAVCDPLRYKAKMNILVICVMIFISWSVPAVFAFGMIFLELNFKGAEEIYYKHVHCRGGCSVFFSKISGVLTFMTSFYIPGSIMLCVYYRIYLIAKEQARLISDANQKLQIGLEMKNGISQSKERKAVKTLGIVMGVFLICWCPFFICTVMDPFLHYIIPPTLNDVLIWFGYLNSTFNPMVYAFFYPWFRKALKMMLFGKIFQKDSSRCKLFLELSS
#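 System: CHO RD-HGA16 cells carrying human TAAR1 plus Gα16; Incubation: 17-24 h seeding, 75 min 37 °C dye, 30 min RT; Measured by: Fluo-8 fluorescence, 5 s baseline then 140 s kinetic read; Control set: DMSO and PEA EC100; Replication: single well for each compound.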
# M5 PAM: human M5 muscarinic receptor positive allosteric modulators, primary screen, CHO-K1 cells, Fluo-8 calcium fluorescence. CHO-K1 hM5, ACh EC20 PAM; 0% = ACh EC20, 100% = ACh EC100. activation, % at 3 µM. Muscarinic acetylcholine receptor M5 (Homo sapiens), P08912. 360,000 tested, 0.3% active;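 active means activation above the run cutoff, the mean activation of all test compounds plus 3 SD, cut at about 18% in these data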
#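 Test system: CHO-K1 hM5 cells / Doses: single-point, 3 µM nominal / Times: Post-acetylcholine fluorescence recording 140 s / Technique: Fluo-8 calcium fluorescence / Measure: Max/basal fluorescence ratio as % of EC20–EC100 ACh window / Benchmarks: low control EC20 acetylcholine (0%), high control EC100 acetylcholine (100%) / Replicates: one well per compound, no replicates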
# CHRM1 antagonist: human M1 muscarinic receptor antagonists, primary screen, CHO-K1 cells, Fluo-8 calcium fluorescence, 1536-well | CHO-K1 hM1, ACh EC80 antagonist | inhibition, % at 3 µM | 360,000 tested, 1.3% active;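 active means percent inhibition above its own plate's cutoff, namely the mean of that plate's compound wells plus 3 SD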;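 further: peak over basal fluorescence ratio during 140 s after agonist addition; 0% = ACh EC80 plus DMSO and 100% = DMSO alone without agonist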
# M4 antag: human M4 muscarinic receptor antagonists, primary screen, CHO cells, Fluo-8 calcium fluorescence. 360,000 tested, 0.73% active. CHO-hM4 cells, ACh EC80. inhibition, % at 3 µM. Muscarinic acetylcholine receptor M4 (Homo sapiens), P08173;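 active means inhibition above its plate's cutoff, the mean inhibition of sample wells plus 3 SD, cut at about 27% in these data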;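 further: 0% = acetylcholine EC80 with DMSO and 100% = DMSO without agonist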
# CHRM1 agonist: human M1 muscarinic receptor agonists, primary screen, Fluo-8 calcium fluorescence, CHO-K1 cells, HTS. Muscarinic acetylcholine receptor M1 (Homo sapiens), P11229. CHO-K1 hM1, agonist mode; 0% DMSO, 100% acetylcholine EC100. activation, % at 3 µM. 360,000 tested, 0.33% active;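 active means activation above the run's mean compound activation plus 3 SD, cut at about 16% in these data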;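 further: peak over basal fluorescence ratio within a 140 s kinetic read after compound addition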
# CHRM1 PAM: human M1 muscarinic receptor positive allosteric modulators, primary screen, CHO-K1 cells, Fluo-8 calcium fluorescence, 1536-well; CHO-K1 hM1, ACh EC20; 0% = ACh EC20, 100% = maximal ACh; activation, % at 3 µM; 360,000 tested, 0.088% active; AID 588819, 2011; in the data active means activation above about 19%, passing the limit was not always enough
# CHRM5 antagonist: human M5 muscarinic receptor antagonists, primary screen, CHO cells, Fluo-8 calcium fluorescence; 360,000 tested, 0.59% active; inhibition, % at 3 µM; Muscarinic acetylcholine receptor M5 (Homo sapiens), P08912; CHO-hM5 cells, ACh EC80;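 active means inhibition above a per-plate cutoff, the mean of that plate's test compounds plus 3 SD, cut at about 27% in these data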;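 further: 0% = acetylcholine EC80 with DMSO and 100% = DMSO without agonist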
# * hit, by the source's call. Not all compounds are listed; the hit share may differ from the screen's.
SMILES,CHRM5 agonist,M4 ag,TAAR1 agonist,M5 PAM,CHRM1 antagonist,M4 antag,CHRM1 agonist,CHRM1 PAM,CHRM5 antagonist
CCN(CC)S(=O)(=O)c1ccc2oc(C(=O)NC(C)C)c(C)c2c1,1,5,8,-2,-4,6,0,8,2
CC1CCN(CC(O)COC2CC(C)CCC2C(C)C)CC1 (centres undefined),-8,6,14,-2,11,0,-6,-1,3
CC1(c2cccc(Br)c2)NC(=O)NC1=O (centres undefined),-3,1,2,8,-7,2,-4,6,2
CC(C)Nc1nc(Nc2ccc(C#N)cc2)c2sccc2n1,-1,9,1,-8,-3,-5,-5,-7,10
COc1ccc(N(Cc2cc3cc(OC)ccc3[nH]c2=O)S(C)(=O)=O)cc1,1,2,3,-3,1,8,-2,0,2
CCCc1c(C)c2cccc(C)c2[nH]c1=O,2,2,3,-2,-5,9,-3,4,1
CN(Cc1cccnc1)C(=O)Cc1ccc(NS(=O)(=O)c2cccc(C(F)(F)F)c2)cc1,-2,5,3,-2,7,11,-5,2,14
CCCSc1nc2c(cnn2-c2ccc(C)c(C)c2)c(=O)[nH]1,0,2,1,-1,-1,-6,1,5,-3
Cc1oc2ccc(OCc3ccccc3Cl)cc2c1C(=O)O,-2,0,-3,-1,-9,0,-5,10,7
CS(=O)(=O)Nc1nnc(SCC(=O)N(c2ccccc2)c2ccccc2)s1,0,2,14,-2,6,6,-6,-10,4
CCN(Cc1ccccc1)C(=O)Cn1c(=O)oc2ccccc21,1,0,5,4,2,-4,-4,4,0
CCCCCCc1nc2c(=O)[nH]c3ccccc3c2o1,3,0,6,3,-2,1,-2,7,-4
CC1(C)C2CCC1(C)C(OCCNCCOC(=O)Nc1ccccc1)C2 (centres undefined),3,6,9,0,-14,-1,0,10,10
CCN(CC)c1nc(-c2ccccc2)nc2ccccc12,4,-1,13,-2,-14,-1,-5,1,-2
COc1ccccc1CNC(=O)C1CCCN(S(C)(=O)=O)C1 (centres undefined),0,4,9,2,-12,1,-1,3,6
CN(C)C(=S)Nc1ccc2c(c1)OCO2,1,1,12,-2,9,-9,-3,-4,-2
c1ccc(CSc2ccc(-c3ccco3)nn2)cc1,-4,0,-4,-1,8,2,-6,-5,1
CCOc1ccc(S(=O)(=O)NC2CCCCC2C)cc1 (centres undefined),-2,6,3,-4,-3,-19,-4,-6,-10
CCOc1ccc(N(CC(=O)N2CCC(Cc3ccccc3)CC2)S(C)(=O)=O)cc1,0,2,16,0,7,4,-1,7,5
O=C(Cn1nnc(-c2ccccc2)n1)N1CCN(S(=O)(=O)c2ccc(Cl)cc2)CC1,0,2,8,0,-8,-3,-1,8,0
COC(=O)c1cc(C(=O)OC)cc(N2C(=O)CC(NNC(=O)c3ccccc3Cl)C2=O)c1 (centres undefined),-1,4,1,-6,-10,5,-7,6,3
CCOC(=O)C1CCCN(C(=O)Cn2ncc3c([nH]c4ccccc43)c2=O)C1 (centres undefined),0,3,4,-5,-4,-5,-1,0,3
CN1C(=O)/C(=C2\SC(=S)N(NC(=O)c3cccnc3)C2=O)c2ccccc21,2,0,4,-3,-1,-6,7,16,4
CN(C(=O)c1ccc2c(=O)n3c(nc2c1)CCCCC3)c1ccccc1Cl,-1,1,9,2,-1,-6,-7,-4,3
CC1=C(C(=O)N2CCOCC2)CC(CC(=O)NCC2CCCCC2)C(=O)N1Cc1ccc(C(C)(C)C)cc1 (centres undefined),-1,4,2,-7,-18,-2,-6,-2,-7
O=C(O)c1ccc(-c2nc(-c3ccccc3)c(-c3ccccc3)[nH]2)cc1,-1,-2,0,10,-9,-25,-8,7,-4
C=C(C)CNC(=S)N=Nc1c(O)[nH]c2ccc([N+](=O)[O-])cc12,-4,3,2,3,-9,-6,-2,6,4
Cc1cc(C(=O)CSc2nnc(NCc3ccccc3)s2)c(C)n1C,-13,1,-1,6,7,0,-7,-9,3
COC(=O)CSc1nc2ccc(C)cc2[nH]1,-3,0,1,7,-6,-8,-2,14,-9
C[n+]1ccccc1/C=C/c1ccc([N+](=O)[O-])cc1,-1,1,-1,1,-7,-5,-11,3,-4

# Reprinted at random: three compounds from above
SMILES,CHRM5 agonist,M4 ag,TAAR1 agonist,M5 PAM,CHRM1 antagonist,M4 antag,CHRM1 agonist,CHRM1 PAM,CHRM5 antagonist
C=C(C)CNC(=S)N=Nc1c(O)[nH]c2ccc([N+](=O)[O-])cc12,-4,3,2,3,-9,-6,-2,6,4
Cc1oc2ccc(OCc3ccccc3Cl)cc2c1C(=O)O,-2,0,-3,-1,-9,0,-5,10,7
O=C(Cn1nnc(-c2ccccc2)n1)N1CCN(S(=O)(=O)c2ccc(Cl)cc2)CC1,0,2,8,0,-8,-3,-1,8,0

# (cont.)
SMILES,CHRM5 agonist,M4 ag,TAAR1 agonist,M5 PAM,CHRM1 antagonist,M4 antag,CHRM1 agonist,CHRM1 PAM,CHRM5 antagonist
COc1ccc(-c2cc(-c3ccccc3)nc(NN)n2)cc1OC,7,7,6,3,-4,15,-5,5,9
COc1cc2ccc(NC(C)=O)cc2cc1OC,1,1,1,5,-13,-13,-2,8,-7
O=C(N/C(=C/c1ccc(F)cc1)C(=O)N1CCOCC1)c1ccco1,1,1,0,-5,-7,-6,-2,2,-6
CCC1CCCCN1CCCNC(=O)CCC(=O)N1CCOc2ccccc21 (centres undefined),-1,0,1,-5,9,-4,-13,-8,5
CC(C)c1nc(SCC(=O)Nc2ccc(N(C)C)cc2)c2ccccc2n1,-10,2,3,-2,11,1,-2,-3,4
Cc1cc(NC(=O)CSc2nc3c(cc2C#N)CCC3)no1,-2,2,-2,3,-11,-17,-5,8,3
N#Cc1ccccc1S(=O)(=O)N1CCN(Cc2c(O)ccc3ccccc23)CC1,0,8,7,-4,-5,2,-2,6,1
CCN(CC)Cc1cc(CCNC(=O)c2ccc(Cl)cc2)ccc1O,-11,1,6,0,6,-9,-7,-10,1
CN(c1ncc(C(F)(F)F)cc1Cl)N1C(=O)C2ONC3(C(=O)CC(C)(C)CC3=O)C2C1=O (centres undefined),0,1,0,-6,-9,-3,-6,9,-5
NC(=O)C1CCN(C2=C(NS(=O)(=O)c3ccccc3)C(=O)c3ccccc3C2=O)CC1,3,3,14,4,-17,-6,0,10,1
Cc1ccccc1C(=O)Nc1c(C)[nH]c(=O)[nH]c1=O,-2,1,-1,-4,-5,2,-5,2,6
CCOC(=O)CNC(=O)c1sc2nc(C)cc(C)c2c1N,-2,1,9,3,-8,-2,-3,5,-3
CC(O)c1nc2ccccc2n1CCOc1ccccc1 (centres undefined),1,3,5,-1,13,13,-2,1,-3
CN(C)c1ccc(CN2CCC(C(=O)NC(c3ccc(F)cc3)c3ccc4ccccc4n3)CC2)cc1 (centres undefined),-2,8,12,-18,54*,8,-7,-28,36*
Cc1cccc(N2CC(C(=O)Nc3ccc(S(=O)(=O)N4CCOCC4)cc3)CC2=O)c1C (centres undefined),-1,0,3,3,-4,10,-3,10,9
Cc1ccc(OCC(=O)N/N=C/c2cn(Cc3ccccc3)c3ccccc23)cc1,-4,2,3,-3,-12,-7,-8,9,-2
O=C1CCCC/C=C\C[C@H](CC(=O)N(CCO)Cc2ccccc2)C(=O)N[C@@H](c2ccccc2)CO1,12,13,19,-7,-2,0,-6,0,-11

# Structures listed so far that contain an aryl thioether with sulfur outside any ring (7):
SMILES,CHRM5 agonist,M4 ag,TAAR1 agonist,M5 PAM,CHRM1 antagonist,M4 antag,CHRM1 agonist,CHRM1 PAM,CHRM5 antagonist
CCCSc1nc2c(cnn2-c2ccc(C)c(C)c2)c(=O)[nH]1,0,2,1,-1,-1,-6,1,5,-3
CS(=O)(=O)Nc1nnc(SCC(=O)N(c2ccccc2)c2ccccc2)s1,0,2,14,-2,6,6,-6,-10,4
c1ccc(CSc2ccc(-c3ccco3)nn2)cc1,-4,0,-4,-1,8,2,-6,-5,1
Cc1cc(C(=O)CSc2nnc(NCc3ccccc3)s2)c(C)n1C,-13,1,-1,6,7,0,-7,-9,3
COC(=O)CSc1nc2ccc(C)cc2[nH]1,-3,0,1,7,-6,-8,-2,14,-9
CC(C)c1nc(SCC(=O)Nc2ccc(N(C)C)cc2)c2ccccc2n1,-10,2,3,-2,11,1,-2,-3,4
Cc1cc(NC(=O)CSc2nc3c(cc2C#N)CCC3)no1,-2,2,-2,3,-11,-17,-5,8,3
